From PubChem
D2 agonist: D2 dopamine receptor (human) agonism. P14416. HEK293 T-REx D2 cells, calcium flux agonist mode. activation, % at 2 µM. hit rate 0.53% among 340,000. AID 485358;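 active = activation over 3 SD above normal in the single-dose calcium agonist read, cut at about 30% in these data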; note: 0% is about no effect
Target sequence (P14416 whole entry, looked up): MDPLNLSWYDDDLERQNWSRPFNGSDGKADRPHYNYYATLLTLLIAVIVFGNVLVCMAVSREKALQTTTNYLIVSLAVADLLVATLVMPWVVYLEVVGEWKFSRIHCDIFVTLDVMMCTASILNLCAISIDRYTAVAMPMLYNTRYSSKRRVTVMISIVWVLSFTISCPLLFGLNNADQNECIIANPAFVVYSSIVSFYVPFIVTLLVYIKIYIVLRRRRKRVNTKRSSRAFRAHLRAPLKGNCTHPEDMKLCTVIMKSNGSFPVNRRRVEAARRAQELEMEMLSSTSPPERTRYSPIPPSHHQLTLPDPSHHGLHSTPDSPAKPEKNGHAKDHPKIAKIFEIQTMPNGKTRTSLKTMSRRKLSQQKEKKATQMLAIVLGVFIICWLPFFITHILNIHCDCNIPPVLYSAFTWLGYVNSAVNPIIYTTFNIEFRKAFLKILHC
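Tetracycline-induced HEK293 T-REx cells with force-coupled D2 receptor, plated overnight at 30 C, loaded with no-wash calcium dye. After a 10 s baseline, compound was pin-added and calcium flux read kinetically for 180 s; calcium rises flagged agonists.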
USP1 inh: inhibitors of human USP1/UAF1 deubiquitinase. O94782. recombinant USP1/UAF1, Ub-Rhodamine cleavage fluorescence. Potency, µM (doses to about 57.1 µM), without a hit: top-dose activity change, negative = inhibition, usual class: inhibitors. hit rate 0.23% among 390,000. AID 743255; note: potency is the fitted concentration of half-maximal effect; % is set by controls: 0 for no effect and ±100 for the full control effect; nearly all actives have a fitted effect of over 60% in size; inactives centre near -12
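USP1/UAF1 complex at 1 nM was preincubated with compound for 15 min at room temperature, then Ub-Rho substrate (150nM final) was added. Fluorescence (480/540 nm) was read kinetically, 6 reads every 60 seconds.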
TRHR PAM: allosterically enhances the human TRH receptor; P34981; TRHR cells, fluo-8 calcium fluorescence, EC20 TRH enhancement; enhancement, % at 2 µM; hit rate 0.66% among 360,000; in the data active = enhancement above about 30%; note: 0% is about no effect
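TRHR-expressing cells loaded with fluo-8 calcium dye were read kinetically (ex 480/em 530) during compound addition, then stimulated with an EC20 of TRH (10 nM final). Enhancement of the Gq-mediated intracellular calcium response was scored.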
TrxR1 inh: blocks rat thioredoxin reductase 1 | Potency, µM (doses to about 114 µM), without a hit: top-dose activity change, negative = inhibition, most hits filed as inhibitors | O89049 | AID 588453 | recombinant rTrxR1, NADPH fluorescence consumption, selenite substrate | hit rate 1% among 390,000; note: potency is the fitted concentration of half-maximal effect; % is set by controls: 0 for no effect and ±100 for the full control effect; nearly all actives have a fitted effect of over 65% in size
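Rat TrxR1 (90 nM in the dispensed reagent) was pre-reduced with 400 uM NADPH for 5 min at room temperature, then incubated with compound for 15 min. After 400 uM selenite was added, NADPH fluorescence (Ex 340/Em 450 nm) was followed for 8 min.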
PI4K2A block: PI4K2A (human) kinase inhibition; Q9BTU6; purified PI4K2A, ADP-Glo luminescence, 1 h; active compounds read low; activity change, negative = inhibition, % at 76.9 µM; hit rate 0.13% among 420,000; in the data active = activity change below about -50%; inconclusive = mostly about -30% to -49%;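 note: -100% = wells without enzyme as full effect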
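In this quantitative HTS, ADP production by PI4K2A was quantified luminescently after 1 h at ambient temperature; 100 microM adenosine served as plate-quality control.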
TrxR1 substrate: rat thioredoxin reductase 1 substrate activity | purified TrxR1 substrate turnover, NADPH consumption readout | Potency, µM (doses to about 114 µM), inactives show top-dose activity change, negative = substrate turnover | hit rate 0.01% among 390,000 | AID 588456; note: potency is the fitted concentration of half-maximal effect; % is set by controls: 0 for no effect and ±100 for the full control effect; nearly all actives have a fitted effect of over 50% in size
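Rat TrxR1, dispensed at 90 nM, was prereduced with 400 uM NADPH (final) for 5 min at ~22 deg C, then incubated with compound 15 min before 400 uM selenite. A first-read NADPH fluorescence drop versus no-compound background flagged substrates.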
mIDH1 inhibitor: human IDH1 R132H inhibition; O75874; Potency, µM (series often up to 76.6 µM), for the others: at the top dose activity change, negative = inhibition, hits mostly inhibitors; hit rate 0.093% among 390,000; IDH1-R132H enzyme, NADPH consumption, diaphorase/resazurin fluorescence; note: potency is the fitted concentration of half-maximal effect; % is set by controls: 0 for no effect and ±100 for the full control effect; nearly all actives have a fitted effect of over 65% in size
Target sequence (O75874 whole entry R132H, stated change not applied): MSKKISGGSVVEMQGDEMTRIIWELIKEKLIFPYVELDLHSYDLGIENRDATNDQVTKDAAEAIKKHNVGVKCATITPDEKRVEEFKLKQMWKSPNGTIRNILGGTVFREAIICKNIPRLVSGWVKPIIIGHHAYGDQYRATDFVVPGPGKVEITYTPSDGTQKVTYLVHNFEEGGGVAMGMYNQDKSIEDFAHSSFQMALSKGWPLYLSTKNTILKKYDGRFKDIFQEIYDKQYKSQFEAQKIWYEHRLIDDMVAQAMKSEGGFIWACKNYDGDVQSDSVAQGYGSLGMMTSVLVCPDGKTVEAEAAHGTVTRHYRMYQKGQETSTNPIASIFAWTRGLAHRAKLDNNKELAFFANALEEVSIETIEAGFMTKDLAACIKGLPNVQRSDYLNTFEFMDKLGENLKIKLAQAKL
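IDH1-R132H (0.5 ug/mL dispensed) in pH 7.5 Tris buffer was preincubated 30 min with compound, then given a substrate mix of 0.016 mM NADPH and 2 mM alpha-KG for 80 min at room temperature; remaining NADPH was read by diaphorase/resazurin fluorescence.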
TRHR agonist: agonists of human TRH receptor. activation, % at 2 µM. P34981. hit rate 0.18% among 360,000. AID 493084. TRHR cells, calcium flux fluo-8, FDSS agonist mode; in the data active = activation above about 30%; note: 0% is about no effect
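TRHR-expressing cells loaded with fluo-8 calcium dye; 23 nL library compound pin-transferred, kinetic FDSS fluorescence (Ex 480/Em 530) recorded about 180 s for agonist-induced calcium release, before a 10 nM TRH EC20 addition for potentiator mode.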
D2 antagonist: antagonizes the human D2 dopamine receptor; inhibition, % at 10 µM; HEK293 TREx D2 cells, calcium flux, dopamine EC80; hit rate 2% among 340,000; AID 485344; P14416; in the data active = inhibition above about 30%; note: 0% is about no effect
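Compounds are added to dye-loaded, induced HEK293 T-REx cells coupled to calcium release via D2; after a 3 min kinetic read an EC80 dopamine stimulus is given and fluorescence is recorded for 3 more min.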
An asterisk follows results filed as active; ? = inconclusive; · = no result given; [ ] = dose if it differs, or a comment. Unless noted, calls come from the whole dose curve; as a rule, active = well fitted inhibition curve with a large enough effect; inconclusive = small, poorly fitted or top-dose-only effect; inactive = no such curve, though single readings can be large or run the other way.

SMILES	D2 agonist	USP1 inh	TRHR PAM	TrxR1 inh	PI4K2A block	TrxR1 substrate	mIDH1 inhibitor	TRHR agonist	D2 antagonist
COc1cccc(-n2cc3c(c2-c2ccccc2)c(=O)n(C)c(=O)n3C)c1	-0.4	-12%	-3	1%[57.1 µM]	5	6%[57.1 µM]	-1%	-0.4	-1
O=C(CSc1nnc(CNc2ccccc2)o1)c1ccc2c(c1)OCCO2	1.1	?	0	7%	-4	4%	9%	0.3	-25
O=C1CSC(c2cccs2)N1c1ccccc1 (stereo not given)	-0.7	41%[activator]	6	0%	2	7%	1%	0.0	8
COc1cc(OC)c(NC(=O)CC(=O)Nc2cc(Cl)c(OC)cc2OC)cc1Cl	·	-19%	3	19%	-4	7%	3%	-0.5	·
COc1cc2nc(SCC(=O)Nc3cccc(C)c3)n3nc(-c4ccccc4)nc3c2cc1OC	0.5	-5%	4	33%	-8	16%	1%	-1.0	·
O=C(CCc1nc(-c2ccc(F)cc2)no1)NCc1ccccc1CN1CCOCC1	·	-2%	·	-2%[2.29 µM]	-4	-2%[2.29 µM]	-5%	·	·
O=C(/C=C/c1ccco1)NCC(=O)N/N=C/c1ccccc1[N+](=O)[O-]	0.0	-3%	-3	45µM*	-5	-4%	-4%	-0.2	3
Clc1ccc(-c2csc(N3CCSCC3)n2)cc1	1.2	-25%	-2	6%	-5	-1%	-5%	-0.1	0
C[C@@H](C(=O)Nc1ccc2ccccc2c1)[C@H]1C[C@]1(C)[C@H](NC(=O)OCc1ccccc1)c1ccccc1	-0.4	-13%	5	45%	3	22%	-2%	0.5	-18
CCOC(=O)C(C)N(c1ccccc1Cl)S(C)(=O)=O (stereo not given)	0.0	-22%	-1	10%	-2	2%	-7%	-0.2	-10
CCN(CC)C(=O)c1nn(Cc2ccccc2)c(=O)c2ccccc12	0.7	-8%	-7	16%	0	1%	1%	-0.8	10
COc1cccc2c1OCC(CN1CCN(C3CCCCC3)C(CCO)C1)=C2 (stereo not given)	-0.7	-22%	11	2%	0	-4%	0%	-0.1	-26
CC[C@]1(C(=O)OC)[C@H]2C(=O)N(Cc3ccccc3)C(=O)[C@H]2[C@H]2CN=C(SCC3CC3)N21	·	-7%	·	-1%	2	10%	13%	·	·
CCC(NC(=O)c1ccccc1NC(=O)c1ccc(C)cc1)C(=O)O (stereo not given)	·	-11%	-7	1%	2	12%	10%	0.1	·
Cc1ccc(CNC(=O)CS(=O)(=O)c2cccc3nsnc23)cc1	·	?	-4	11%[57.1 µM]	-14	2%[57.1 µM]	15%	-0.7	·
CCOC(=O)C1(Cc2ccccc2C(F)(F)F)CCN(C2CCN(C(C)=O)CC2)CC1	0.4	2%	-4	11%[57.1 µM]	0	11%[57.1 µM]	-1%	-0.1	7
COc1cc(-c2nc3ccc4ccccc4c3c3c2CCC3)ccc1O	-0.8	-18%	7	-13%[57.1 µM]	10	-4%[57.1 µM]	-1%	-0.3	3
COc1cc(NC(=O)c2ccc(CNc3c(N4CCCC4)c(=O)c3=O)cc2)cc(OC)c1OC	-0.5	-15%	-1	4%	13	-3%	8%	-0.6	-26
CC1CCCCN1C(=O)COC(=O)C1CCN(S(=O)(=O)c2ccc(Cl)c(C(F)(F)F)c2)CC1 (stereo not given)	0.6	-4%	2	23%[57.1 µM]	-5	8%[57.1 µM]	2%	-0.4	8
CC(C)CCN1CC(C(=O)N2CCN(c3ccc(F)cc3)CC2)CC1=O (stereo not given)	-0.4	-29%	6	-21%	0	-1%	0%	0.3	-24
CCN1CCSc2ccc(C(=O)NCc3ccccc3C)cc21	0.0	-22%	-2	69%	2	73%[activator][57.1 µM]	3%	-0.9	-6
N#Cc1cnc(SCC(=O)N2CCCC2)nc1N	0.7	-12%	-8	0%	5	-7%	-10%	0.5	3
CC(=O)NCC1CCCN(C(=O)c2oc3c(F)cccc3c2C)C1 (stereo not given)	-0.4	-7%	-12	22%	-3	2%	0%	-0.1	-4
Cc1c(Cl)cccc1NC(=O)NCCOCCn1c(=O)oc2ccccc21	-0.3	-2%	-1	11%	1	-4%	1%	-1.1	·
COc1cccc2cc(-c3cc(=O)oc4cc(C)c(OCC(C)=O)cc34)oc12	-0.7	-14%	6	11%	-3	-2%	0%	-0.5	-5

The final 2 compounds of the part above open the next one.
SMILES	D2 agonist	USP1 inh	TRHR PAM	TrxR1 inh	PI4K2A block	TrxR1 substrate	mIDH1 inhibitor	TRHR agonist	D2 antagonist
Cc1c(Cl)cccc1NC(=O)NCCOCCn1c(=O)oc2ccccc21	-0.3	-2%	-1	11%	1	-4%	1%	-1.1	·
COc1cccc2cc(-c3cc(=O)oc4cc(C)c(OCC(C)=O)cc34)oc12	-0.7	-14%	6	11%	-3	-2%	0%	-0.5	-5
Cc1ccc(NC(=O)C2=CC=CN3CCS(=O)(=O)N=C23)cc1	-0.1	-16%	0	7%	-2	-1%	0%	0.0	-2
Cc1ccc(C(=O)CC(=O)COc2ccc(Cl)cc2C)cc1	3.4	-13%	2	14%[57.1 µM]	3	8%[57.1 µM]	-1%	1.4	-1
O=C1C=C(c2ccc3c(c2)OCO3)C[C@@H](c2ccc3c(c2)OCO3)C1	15	-13%	4	9%	-3	-6%	-7%	0.1	-1
Cc1cc(C)c2nc(C(F)(F)F)nc(N3CC(C)OC(C)C3)c2c1 (stereo not given)	-0.8	-10%	3	-2%[57.1 µM]	-3	11%[57.1 µM]	9%	0.0	-5
CC(C)Sc1nnc(NC(=O)CCc2ccccc2)s1	·	-23%	1	5%	3	1%	-2%	-0.7	·
Cc1nc2nc(SCC(=O)c3ccc([N+](=O)[O-])cc3)[nH]c2cc1Br	-2.2	-9%	0	-15%	-4	-1%	1%	-1.6	10
Cc1cc(C(=O)O)cc(S(=O)(=O)Nc2c(C)nn(C)c2C)c1C	·	-14%	·	7%	0	-7%[57.1 µM]	3%	·	·
Cc1cc(C)n(-c2ncnc3ccccc23)n1	0.2	-19%	-4	13%	-3	2%[57.1 µM]	0%	0.1	-7
CCOc1cc(/C=N/NC(=O)c2cccc(S(=O)(=O)N3CCCC3)c2)ccc1OCC(=O)N(C)C	0.2	3%	3	6%	-2	-11%	-6%	0.1	-7
Cc1cc(C)c(-n2c(SCc3nc4ccccc4s3)n[nH]c2=O)c(C)c1	1.6	5%	4	-6%[57.1 µM]	0	2%[57.1 µM]	-2%	-2.2	-7
O=C(/C=C/c1ccccc1Cl)N1CCC(c2nc3ccccc3o2)CC1	-0.8	-1%	-7	10%	2	-2%	4%	0.2	·
COc1cccc(C2C(C(=O)c3cccs3)=C(O)C(=O)N2CCN(C)C)c1OC (stereo not given)	-0.8	-6%	-6	-6%[57.1 µM]	1	6%[57.1 µM]	4%	-0.3	0
Fc1ccc(-c2csc(NC(=S)Nc3ccccc3)n2)cc1	4.9	-10%	5	11%	-2	-6%	15%	0.2	-10
CCc1nc(SCC(=O)N2CCc3ccccc32)c2oc3ccccc3c2n1	·	-11%	·	3%	5	-2%	3%	·	·
CCOC(=O)c1ccc(NC(=O)Nc2c(C)n(C)n(-c3ccccc3)c2=O)cc1	0.2	-6%	5	8%	2	7%	0%	-0.1	-7
O=c1[nH]n(-c2ccccc2)c(=O)cc1Cl	·	-9%	·	-9%[2.29 µM]	2	-8%[2.29 µM]	-8%	·	·
CSc1nc(SC)c2c3c(oc2n1)COC(C)(C)C3	0.3	-11%	-3	6%	-5	4%	3%	0.3	2
CN1CCN(c2nc3c(c(=O)n(C)c(=O)n3C)n2CC(N)=O)CC1	-1.1	-12%	-1	19%	-1	3%[57.1 µM]	0%	1.1	8
O=C(NCCc1cccc(F)c1)C1CCCN(c2nc3ccccc3s2)C1 (stereo not given)	0.2	-13%	15	24%	-12	-2%	-3%	-2.7	13
O=C(CCC(=O)c1cccs1)NNC(=O)c1ccc(Cl)cc1	-0.1	-14%	2	-4%	1	-1%	-7%	0.3	-25
COC(=O)c1c(NC(=O)C2CC(C)=C(C)CC2C(=O)O)sc2c1CCCCC2 (stereo not given)	·	-25%	4	-11%	-5	-7%	-8%	-0.3	16
CCn1c(SCc2ccc(C(=O)Nc3cc(C)cc(C)c3)cc2)nnc1-c1ccncc1	0.3	-25%	-5	4%	1	-2%	2%	-1.2	23
O=C(Cc1csc(-c2ccc(F)cc2)n1)Nc1cccc(S(=O)(=O)NC2=NCCC2)c1	·	-11%	8	?	-3	7%	0%	0.1	·
COc1ccc(OCCSc2nc(-c3ccccc3)cc(=O)[nH]2)cc1	-0.2	-24%	5	1%[57.1 µM]	0	-1%[57.1 µM]	1%	0.3	7
COCCn1c(N)c(C(=O)Nc2sc3c(c2C(=O)OC)CCCC3)c2nc3ccccc3nc21	0.9	-15%	-2	-1%[57.1 µM]	5	9%[57.1 µM]	4%	4.9	15

Four structures from above, ordered by SMILES length, lowest first.
SMILES	D2 agonist	USP1 inh	TRHR PAM	TrxR1 inh	PI4K2A block	TrxR1 substrate	mIDH1 inhibitor	TRHR agonist	D2 antagonist
CSc1nc(SC)c2c3c(oc2n1)COC(C)(C)C3	0.3	-11%	-3	6%	-5	4%	3%	0.3	2
CCOC(=O)c1ccc(NC(=O)Nc2c(C)n(C)n(-c3ccccc3)c2=O)cc1	0.2	-6%	5	8%	2	7%	0%	-0.1	-7
CCn1c(SCc2ccc(C(=O)Nc3cc(C)cc(C)c3)cc2)nnc1-c1ccncc1	0.3	-25%	-5	4%	1	-2%	2%	-1.2	23
CCOc1cc(/C=N/NC(=O)c2cccc(S(=O)(=O)N3CCCC3)c2)ccc1OCC(=O)N(C)C	0.2	3%	3	6%	-2	-11%	-6%	0.1	-7
